# Assay outcomes as filed in PubChem BioAssay.
# hERG WT inh – inhibitors of human wildtype KCNH2 potassium channel | Q12809 | U2OS, BacMam KCNH2, thallium flux FluxOr; hits give low values | activity change, % at 1.84 µM | 340,000 compounds, 0.37% hits;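 active = maximum activity change below -70%; inconclusive = maximum activity change between -70% and -50%; inactive = maximum activity change above -50%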; also: % is scaled to controls: 0 for no effect and ±100 for the full control effect
#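 U2OS cells transduced with wild-type KCNH2 virus are loaded with FluxOr dye for 45 min, and thallium flux is measured in kinetic reads before and after stimulation buffer. Rate constants are normalized to DMSO controls.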
# ASM inhibitor – inhibitors of human secretory acid sphingomyelinase; placental ASM, HMU-PC fluorogenic substrate, 60 min; P17405; Potency, µM (top dose mostly 57.5 µM), without a hit: top-dose activity change, negative = inhibition, hits mostly inhibitors; AID 504937; 340,000 compounds, 0.006% hits; also: potency is read from the fitted curve at half-maximal effect
# Target sequence (P17405 47-631 limits assumed): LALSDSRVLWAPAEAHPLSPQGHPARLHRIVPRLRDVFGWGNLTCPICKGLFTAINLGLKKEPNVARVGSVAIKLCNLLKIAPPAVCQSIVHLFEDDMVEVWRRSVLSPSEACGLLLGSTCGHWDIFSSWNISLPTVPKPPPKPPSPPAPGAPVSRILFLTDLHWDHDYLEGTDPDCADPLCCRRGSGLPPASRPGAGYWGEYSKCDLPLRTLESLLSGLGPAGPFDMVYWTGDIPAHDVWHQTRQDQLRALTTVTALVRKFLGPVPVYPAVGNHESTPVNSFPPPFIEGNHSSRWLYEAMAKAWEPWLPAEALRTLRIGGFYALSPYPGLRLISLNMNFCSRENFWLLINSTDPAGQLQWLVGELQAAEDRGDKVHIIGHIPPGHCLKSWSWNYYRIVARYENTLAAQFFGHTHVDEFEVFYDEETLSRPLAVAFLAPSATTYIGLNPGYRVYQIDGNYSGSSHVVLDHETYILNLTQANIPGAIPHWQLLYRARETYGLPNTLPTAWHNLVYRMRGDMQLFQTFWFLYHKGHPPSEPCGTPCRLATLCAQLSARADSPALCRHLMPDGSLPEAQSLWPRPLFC
#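 Human placenta-derived ASM preincubated with compound 10 min at room temperature, then reacted with 9 uM (final) fluorogenic HMU-PC substrate for 60 min at 37 C. Stop solution raises pH to 10; fluorescence read at Ex 386/Em 447 nm.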
# FBPA coupling cs – inhibits coupling enzyme system, counter-screen for aldolase hits; activity change, negative = inhibition, % at 58.2 µM, hits read low; AID 2472; 290,000 compounds, 0.67% hits; coupling enzyme system counterscreen, AmpLite Red fluorescence; in the data active = activity change below about -30%; also: % is scaled to controls: 0 for no effect and ±100 for the full control effect
#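 Coupling enzymes only (glyceraldehyde-3-phosphate) + compound, at 57.5 uM final, 10 min RT; add substrate/coupling/AmpLite Red mix, 20 min RT; fluorescence ex 525/em 598 nm. Actives flag coupling-system interference.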
# KCNH2 3.1 inh – inhibitors of human KCNH2 3.1 potassium channel isoform; U2OS KCNH2 3.1, thallium flux FluxOr; hits give low values; activity change, % (tested at about 1.8 µM); 340,000 compounds, 0.95% hits; AID 720553;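 active = maximum activity change below -70%; inconclusive = maximum activity change from -70% to -50%; inactive = maximum activity change above -50%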;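 also: thallium influx rate constant from kinetic fluorescence after stimulation buffer; % is scaled to controls: 0 for no effect and ±100 for the full control effect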
#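 U2OS cells transduced with KCNH2 3.1 mutant virus (1.77 x 10^8 /mL, 4 h), plated overnight at 37 C, loaded 45 min with FluxOr dye plus Red40 quencher. Thallium flux rate constant from kinetic reads after stimulation buffer, normalised to controls.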
# MBNL1 CUG block – MBNL1-poly(CUG) RNA binding inhibition. Q9NR56. TR-FRET MBNL1-His/biotin-(CUG)12 binding, 665/545 ratio. Potency, µM (titrated, usually from 57.5 µM), inactives show top-dose activity change, negative = inhibition, hits mostly inhibitors. 280,000 compounds, 0.036% hits. AID 2675; active = well fitted inhibition curve with a large enough effect in the signal ratio, with a control signal flat, not every such curve was filed as active; inconclusive = small, poorly fitted or top-dose-only effect, or effect the other way, or a change in a side signal; inactive = no such curve, though single readings can be large or run the other way; the % refers to the signal ratio; also: potency is read from the fitted curve at half-maximal effect; % is scaled to controls: 0 for no effect and ±100 for the full control effect
# Target sequence (Q9NR56 whole entry, looked up): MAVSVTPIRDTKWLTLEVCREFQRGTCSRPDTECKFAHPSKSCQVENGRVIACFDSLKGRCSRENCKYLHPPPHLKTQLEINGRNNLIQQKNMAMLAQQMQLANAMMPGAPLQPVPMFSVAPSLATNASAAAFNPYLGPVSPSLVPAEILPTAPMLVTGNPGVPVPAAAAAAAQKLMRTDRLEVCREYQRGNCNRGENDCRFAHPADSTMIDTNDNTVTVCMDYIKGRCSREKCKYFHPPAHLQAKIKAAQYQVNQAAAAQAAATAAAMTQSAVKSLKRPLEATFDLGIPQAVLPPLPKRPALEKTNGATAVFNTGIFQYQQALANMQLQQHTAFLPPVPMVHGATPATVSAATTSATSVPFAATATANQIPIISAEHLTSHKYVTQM
#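 Inhibition of protein-RNA binding appears as loss of TR-FRET between terbium anti-His antibody on MBNL1-His and streptavidin-XL665 on biotin-(CUG)12. Activity is normalized to buffer-only and uninhibited-complex controls.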
# AT treatment – candidate therapy for ataxia-telangiectasia; […] A-T fibroblasts, KAP-1 phosphorylation AlphaLISA; neocarzinostatin DNA damage 30 min before lysis; Potency, µM (highest dose often 57.5 µM), for the others: at the highest dose activation, usual class: activators; 320,000 compounds, 0.19% hits; AID 485349; also: potency is read from the fitted curve at half-maximal effect; % of control where 0% means no effect; nearly all actives have a fitted effect of over 45% in size
#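 ATM-like activity read as KAP-1 phosphorylation via AlphaLISA donor/acceptor antibody pairs after lysis and 6 hr at 25C. Cells were ATM-null patient fibroblasts ([…], hTERT), dosed 60 min, then exposed to the DSB inducer NCS for 30 min.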
# TRPV1 ag – human TRPV1 agonism; Q8NER1; AID 540275; TRPV1-expressing cells, Fluo-8 calcium influx, agonist mode; activation, % at 8.33 µM; 320,000 compounds, 0.19% hits; in the data active = activation above about 80%; inconclusive = between about 30% and that limit; also: 0% is about no effect
#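 Fluo-8 calcium influx in TRPV1-expressing cells, kinetic read (ex 480/em 520 nm). Compound added and read 3 min for agonist activity, followed by capsaicin at EC20 final and 2 min further read for enhancement.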
# GALK inh – inhibitors of human galactokinase. Potency, µM (titrated, usually from 57.5 µM), inactives show at the highest dose activity change, negative = inhibition, actives largely listed as inhibitors. AID 1868. Purified GALK, Kinase-Glo residual ATP luminescence. 270,000 compounds, 0.007% hits. P51570; also: potency is read from the fitted curve at half-maximal effect; % is scaled to controls: 0 for no effect and ±100 for the full control effect
#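 Galactose (100 uM) and ATP (35 uM) were turned over by 5 nM GALK for 1 h at RT. Kinase-Glo Plus then converted the remaining ATP into a luminescent signal.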
# Integrin act MD – integrin-mediated muscular dystrophy alleviation activation | 350,000 compounds, 0.064% hits | AID 624291 | alpha7betagal myoblasts, beta-gal FDG fluorescence, 48 h | Potency, µM (top dose mostly 38.3 µM), without a hit: at the highest dose activation, most hits filed as activators;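 also: potency is read from the fitted curve at half-maximal effect; 100% = response of the positive control SU9516; nearly all actives have a fitted effect of over 60% in size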
#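 Alpha7betagal+/- myoblasts (passage 13) were plated 16-24 hr, then exposed to compounds (1:260 dilution of DMSO stock) for 48 hours at 37C. After MPER lysis, β-galactosidase reporter activity was read as FDG fluorescence (ex 480/em 540) after 30 minutes.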
# MLL CXXC-DNA inh – inhibitors of human MLL CXXC domain-DNA interaction; MLL-CXXC / FITC-HOXA9 DNA fluorescence polarization; Potency, µM (series often up to 115 µM), for inactives: at the highest dose activity change, negative = inhibition, most hits filed as inhibitors; 290,000 compounds, 0.037% hits; AID 2662; active = well fitted inhibition curve with a large enough effect in the polarisation, with a control signal flat, not every such curve was filed as active; inconclusive = small, poorly fitted or top-dose-only effect, or effect the other way, or a change in a side signal; inactive = no such curve, though single readings can be large or run the other way; the % refers to the polarisation; also: potency is read from the fitted curve at half-maximal effect
#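 Purified MLL-CXXC (added from a 7 uM solution) was preincubated 5 min at ambient with pinned compounds in 50 mM Tris-HCl pH 7.5, 50 mM NaCl, 1 mM DTT, 0.05% BSA. Fluorescein-labeled HOX-A9 DNA (50 nM solution) followed, 30 min, then polarization read.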
# * hit, by the source's call; ? = inconclusive; . = not tested or not shown; [ ] = remark or other dose. Unless noted, calls follow the shape of the dose curve; as a rule, active = well fitted curve in the direction sought with a large enough effect; inconclusive = small, poorly fitted or top-dose-only effect, or another doubt; inactive = no such curve, though single readings can be large; an effect the other way counts as inactive or inconclusive.
# Results follow in this order: hERG WT inh, ASM inhibitor, FBPA coupling cs, KCNH2 3.1 inh, MBNL1 CUG block, AT treatment, TRPV1 ag, GALK inh, Integrin act MD, MLL CXXC-DNA inh
CCOC(=O)c1cc2occc2n1Cc1c(F)cccc1Cl
    1, -1%, -1, -11, -5%, 9%, 0, -2%, -22%, 11%
Cc1noc(NS(=O)(=O)c2ccc(NC(=O)CCN3C(=O)c4ccccc4C3=O)cc2)c1C
    -1, 0%, 9, 10, 12%, 1%, 1, 9%, -17%, -3%
COCCNc1c2c(c(C#N)c3nc4ccccc4n13)CCCC2
    2, 169%[activator], -3, -3, ?, 13%, 2, -2%, -30%, -5%
COC(=O)c1ccc(COC(=O)CCNS(=O)(=O)c2ccc(C)c(C)c2)cc1
    -25, -1%, ., 5, ., 11%, 14, ., -9%, .
CC(C)CN(CC(C)C)C(=O)C12CCC(C)(C(=O)O1)C2(C)C (stereo not given)
    -3, 1%, 4, 3, ?, -6%, 3, -3%, -7%, 3%
CCC(C)c1ccc(O)c(NC(=S)NC(=O)c2cccnc2)c1 (stereo not given)
    -16, -4%, -2, 8, -4%, 11%[11.5 µM], 0, 2%, 3%, -3%
CC[C@]12c3[nH]c4ccccc4c3CCN1C(=O)C(CC(=O)NCc1cccc(C(F)(F)F)c1)C[C@@H]2C(=O)N1CCN(C(=O)C2CC2)CC1 (stereo not given in full)
    -8, 6%, ., 14, ., 26%, ., ., -24%, .
O=C(CN1C(=O)/C(=C\c2cccc(Cl)c2)Sc2ccccc21)NCCCN1CCOCC1
    6, -3%, 1, -6, 15%, 1%, 2, 1%, -2%, 3%
COc1ccc(OC)c(C2=NOC(C(=O)NCC3CCCO3)C2)c1 (stereo not given)
    -8, 5%, -1, 0, -6%, 12%, -7, -1%, 3%, 0%
CC1CN(C(=O)COC(=O)[C@@H]2CC(O)CN2S(=O)(=O)c2ccc3c(c2)OCCO3)CC(C)O1 (stereo not given in full)
    1, 3%, -1, 21, -7%, 3%, -3, 0%, -7%, -5%
CC1CCN(C(=O)c2ccc(CNS(=O)(=O)c3ccc(C(C)(C)C)cc3)cc2)CC1
    1, -13%, ., 0, ., 3%, ., ., 0%, .
N#Cc1c(C(F)(F)F)cc(-c2ccc(Cl)cc2)[nH]c1=O
    3, ., 7, 13, ?, 23%, 3, -4%, -11%, -2%
COc1cc(NC(=O)Cc2ccccc2)ccc1NC(=O)Cc1ccccc1
    -8, -5%, -3, -15, 2%, -9%, 0, -3%, 12%, -2%
CCc1ccc(NC(=O)CN2C(=O)CSC2=O)cc1
    0, 2%, 4, -1, 3%, ., 3, -2%, 22%, 0%
O=C1CC(N2CCC(c3nc4ccccc4o3)CC2)C(=O)N1c1ccc(Cl)c(C(F)(F)F)c1 (stereo not given)
    -10, -27%, -2, -5, 1%, -11%, 0, 0%, 3%, 1%
O=S(=O)(c1ccc(Cl)c(NC(=S)N/N=C/c2c(F)cccc2F)c1)N1CCOCC1
    -3, -10%, -1, ., 8%, 1%, 0, -1%, 3%, 0%
Cc1ccc(C)c(N2CCN(C(=O)CCNC(=O)Cn3ccc4ccccc4c3=O)CC2)c1
    -1, 2%, 3, 9, -2%, 3%, -5, 0%, 7%, 16%
CNS(=O)(=O)c1cccc(C(=O)OCc2csc(-c3ccccc3)n2)c1
    1, -10%, -2, -11, ., 3%, ?, 4%, -7%, 10%
Cc1ccc(S(=O)(=O)NCCNc2ccc([N+](=O)[O-])cc2)cc1
    5, ?, 0, -5, ?, -4%, 3, -10%, 27%, 17%
CCOC(=O)N1CCN(CC(=O)N2c3ccccc3CCc3ccccc32)CC1
    -5, 7%, 3, 9, 3%, -4%, -2, 8%, 5%, ?
COc1ccc(-c2nc(N)n(C(=O)c3ccccc3)n2)cc1
    1, 0%, 2, 25, -3%, 3%, 0, -1%, -8%, 3%
CCN(CC)CCCNC(=O)c1cc2nc3c(c(C(F)(F)F)n2n1)CCc1ccccc1-3
    -6, 81%[activator], -1, 1, 9%, -4%, -1, 0%, -57%[inhibitor], -2%
Cc1ccc(Cl)cc1-c1ccc(/C=N/n2cnnc2)o1
    -15, -2%, 0, -9, ?, 2%, 3, 2%, 4%, -5%
CN1CCN(S(=O)(=O)c2ccc(NS(=O)(=O)c3ccccc3)cc2)CC1
    6, 1%, ., -5, 3%, -4%, -2, 5%, -10%, -12%
CCCc1cc(=O)[nH]c(SCC(=O)OCc2ccccc2)n1
    -1, 2%, -4, 26, -4%, -4%, -2, 1%, 11%, -3%
COc1ccc(OC)c(NC(=O)CCNS(=O)(=O)c2cccs2)c1
    -9, -2%, 0, 5, 2%, 0%, -5, -2%, 8%, 5%
CCCCc1c(O)nc2ccccn2c1=O
    3, 1%, -3, -1, 7%, 1%, 3, 2%, 19%, -4%
O=C(NC1CCCC1)c1ccc(COc2ccccc2Br)o1
    -8, -5%, ., 13, -1%, 6%, 18, -7%, 39%, 8%
COC(=O)c1cn(N(C)c2ncc(C(F)(F)F)cc2Cl)c(=O)c2ccccc12
    4, -6%, 0, -29, -1%, 1%, 3, 0%, 0%, -1%
O=C(CN1CCN(Cc2ccc3c(c2)OCO3)CC1)Nc1cc(S(=O)(=O)N2CCCC2)ccc1Cl
    6, 2%, 0, -1, 0%, 0%, 1, 0%, -16%, 14%
CCC(=O)N1c2ccc(S(=O)(=O)CCC(=O)N3CCN(c4ccccc4F)CC3)cc2CC1C (stereo not given)
    -10, 1%, -1, -4, 4%, 0%, 0, ., 9%, .
CCOC(=O)c1c(C)[nH]c(C(=O)CN2C(=O)NC(C)(c3ccc4ccccc4c3)C2=O)c1C (stereo not given)
    -1, -24%, 2, -9, 12%, -1%, -1, ., -11%, 36%[activator]
Cc1ccc(CCNC(=O)Cc2ccc(NC3=NC4CS(=O)(=O)CC4S3)cc2)cc1 (stereo not given)
    -1, -1%, -3, 12, -5%, -10%, 1, ., -5%, .
O=C(/C=C/c1c(Cl)cccc1Cl)N1CCOCC1
    3, -4%, 0, 4, 1%, -8%, 4, 1%, -23%, -2%
O=C(CCCN1C(=O)/C(=C/c2ccccc2Cl)SC1=S)NNC(=O)c1cccnc1
    3, -14%, 6, -34, ?, ?, 4, -3%, -3%, 6%
COC(=O)c1c(NC(=O)CSc2ncn[nH]2)sc(C)c1C
    2, 4%, ., 24, ., 7%, 15, ., 11%, .
COc1ccc(OCC(=O)N2CCN(C(=O)c3cccc(F)c3)CC2)cc1
    -3, 3%, 0, -3, 4%, -1%, 1, 1%, 2%, 2%
COCCNC(=O)/C(C#N)=C/C=C/c1ccccc1
    -12, 2%, 0, -2, ?, 1%, 8, 4%, -10%, 6%
CC1CC(=O)c2cnc(NCc3ccco3)nc2C1 (stereo not given)
    2, -2%, 4, 5, 0%, 2%, -2, 0%, -12%, 1%
CC(=O)c1c(O)cc(C)n(Nc2nc(C)cc(C)n2)c1=O
    -4, 2%, -7, -10, 9%, -2%, -2, -3%, -11%[7.66 µM], 13%
CC(=O)Nc1ccc(OCC(O)Cn2ccnc2)cc1 (stereo not given)
    7, 1%, -2, 9, 9%, 4%, ?, 1%, -3%, -2%
CCOc1ccc(NC(=O)CN(C)C(=O)c2cc([N+](=O)[O-])ccc2N2CCOCC2)cc1OCC
    19, -6%, ., 5, ., -11%, 0, ., 7%, .
CCOC(=O)C1(C)NC(c2ccc(O)cc2)C2C(=O)N(c3ccccc3)C(=O)C21 (stereo not given)
    4, 5%, 3, 4, 1%, 3%, 0, 0%, ?, -8%
CN1CCN(C(c2cccc(C(F)(F)F)c2)c2nnnn2C(C)(C)C)CC1 (stereo not given)
    -8, 3%, 2, 2, 11%, -5%, 6, 2%, -24%, 1%
COc1ccc(NC(=O)c2cc3c(s2)CCC(C)C3)cc1S(=O)(=O)N1CCOCC1 (stereo not given)
    4, -2%, -1, -21, 9%, 4%, ?, -3%, 0%, -4%
CC(C)CC(=O)Nc1cc2c3c(c1)CCN3C(=O)CC2
    -18, -8%, ., -5, -1%, 7%, 1, -2%, ?, 2%
Cc1ccc(NC(=O)C2=CC(c3cccs3)=NS(=O)(=O)N2C)cc1
    -1, -12%, -2, 4, ?, 7%, 0, ., -8%, .
Cc1ccc(S(=O)(=O)c2cn(C)c3cc(N4CCN(C)CC4)c(F)cc3c2=O)c(C)c1
    3, 0%, ., 15, 7%, -3%, -3, -1%, -49%[inhibitor], 3%
CCOC(=O)c1cc(C(=O)c2cc(Cl)ccc2O)coc1=N
    -9, 409%[activator], 3, -18, -9%, 3%, 0, -2%, 6%, 47%[activator]
